Screening data as filed in PubChem BioAssay.
CHOP inhibitor = inhibitors of CHOP induction in ER stress response. CHO-K1 CHOP-promoter luciferase, tunicamycin-induced, 15-18 h. inhibition, % at 10 µM. 220,000 tested, 3.8% active;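 active means compounds that reduced the stress-induced luciferase reporter signal by more than about 70% of percent inhibition, limit read from the data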;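 further: 0% = tunicamycin plus vehicle and 100% = wells without tunicamycin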
FXIa inh = factor XIa (human) inhibition; P03951; purified FXIa, Boc-Glu-Ala-Arg-AMC fluorogenic substrate; inhibition, % at 5 µM; 220,000 tested, 0.14% active;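 active means inhibition of at least 40%; inactive means inhibition below 40%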;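 further: fluorescence of freed AMC excited at 355 nm; 0% = enzyme without compound and 100% = no enzyme blank; many of its hits are not listed in these tables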
Target sequence (P03951 19-387 limits assumed): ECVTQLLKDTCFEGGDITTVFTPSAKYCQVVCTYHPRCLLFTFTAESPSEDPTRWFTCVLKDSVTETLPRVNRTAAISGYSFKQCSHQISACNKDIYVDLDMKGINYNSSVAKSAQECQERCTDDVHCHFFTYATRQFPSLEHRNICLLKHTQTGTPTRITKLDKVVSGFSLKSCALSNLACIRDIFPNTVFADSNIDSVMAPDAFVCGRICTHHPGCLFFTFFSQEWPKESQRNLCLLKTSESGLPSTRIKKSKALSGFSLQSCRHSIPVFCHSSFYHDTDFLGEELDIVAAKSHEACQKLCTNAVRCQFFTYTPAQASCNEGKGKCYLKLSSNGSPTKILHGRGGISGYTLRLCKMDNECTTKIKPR
Target sequence (P03951 388-625 limits assumed): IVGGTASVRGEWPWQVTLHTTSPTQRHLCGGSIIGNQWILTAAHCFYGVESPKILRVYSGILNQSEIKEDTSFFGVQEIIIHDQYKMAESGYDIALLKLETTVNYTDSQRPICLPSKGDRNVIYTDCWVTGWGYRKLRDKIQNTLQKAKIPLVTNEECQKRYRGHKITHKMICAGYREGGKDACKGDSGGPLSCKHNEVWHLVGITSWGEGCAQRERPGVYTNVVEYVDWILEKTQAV
PPC-1+TRAIL kill = kills PPC-1 cancer cells in the presence of TRAIL. PPC-1 cells + TRAIL, ATPLite viability luminescence. cell killing (% activity), % at 4 µM. 220,000 tested, 0.41% active;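 active means cell killing above 50% in the first pass at 4 µM, then a duplicate retest at 5 µM averaging 50% or more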;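 further: plate controls were cells with TRAIL plus DMSO for no effect and medium-only wells lacking cells for full effect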
L929 necroptosis = L929 zVAD cell death inhibition; L929 zVAD necroptosis rescue, ATP luminescence, 24 h; with zVAD 60 µM; viability rescue, % at 10 µM; 220,000 tested, 0.38% active; AID 1377;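 active means activation, scaled between plate controls, above about 75%, limit read from the data; inactive means activation under that limit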;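 further: 0% = zVAD with DMSO and 100% = DMSO alone without zVAD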
TNF death inh = inhibitors of TNF-alpha induced necroptosis in Jurkat FADD-/- cells. Jurkat FADD-/- TNF necroptosis rescue, ATP luminescence, 24 h; 0 = TNF only, 100 = no-TNF cells. activation (protection from cell death), % at 10 µM. 220,000 tested, 0.068% active. AID 463075;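 active means activation, meaning protection from cell death, of at least 50% relative to plate controls; inactive means activation below 50%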;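 further: necroptosis triggered by 40 ng/mL TNF-alpha added together with compound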
TbHK1 inh = blocks Trypanosoma brucei hexokinase 1 activity | recombinant TbHK1, G6PDH-coupled NADH A340 | inhibition, % at 10 µM | 220,000 tested, 0.11% active;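 active means inhibition of 50% or more in the single-dose primary screen; inactive means inhibition below 50%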
FXIIa inh = inhibitors of human coagulation factor XIIa | P00748 | purified FXIIa, Boc-QGR-AMC fluorogenic substrate, 2 h | inhibition, % at 5 µM | 220,000 tested, 0.3% active | AID 800; in the data active means inhibition above about 40%;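 further: 0% = enzyme with no compound and 100% = blank without enzyme; many of its hits are not listed in these tables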
Wee1 stabilizer = blocks degradation of human Wee1 kinase; P30291; HeLa Luc-Wee1K328M stability, luciferase luminescence; 100% = proteasome inhibitor MG132 effect; 220,000 tested, 1.2% active; reporter increase, % at 5 µM;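 active means activation above the mean of all tested compounds plus 3 SD, set per screening run, cut at about 8.8% in these data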;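 further: cells exposed to compound for 20 h before luminescence read; 0% = DMSO alone and 100% = MG132 at 30 µM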
PGE2 EP2 inh = blocks the human prostaglandin E2 receptor EP2 | P43116 | C6 glioma cells expressing human EP2, cAMP TR-FRET; cells stimulated with saturating PGE2 | inhibition, % at 25 µM | 260,000 tested, 0.52% active;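 active means percent inhibition above 40 after rounding to a whole number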;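 further: rat C6 glioma host cells with rolipram phosphodiesterase inhibitor present; the protocol text gives 20 µM as final concentration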
Target sequence (P43116 whole entry, looked up): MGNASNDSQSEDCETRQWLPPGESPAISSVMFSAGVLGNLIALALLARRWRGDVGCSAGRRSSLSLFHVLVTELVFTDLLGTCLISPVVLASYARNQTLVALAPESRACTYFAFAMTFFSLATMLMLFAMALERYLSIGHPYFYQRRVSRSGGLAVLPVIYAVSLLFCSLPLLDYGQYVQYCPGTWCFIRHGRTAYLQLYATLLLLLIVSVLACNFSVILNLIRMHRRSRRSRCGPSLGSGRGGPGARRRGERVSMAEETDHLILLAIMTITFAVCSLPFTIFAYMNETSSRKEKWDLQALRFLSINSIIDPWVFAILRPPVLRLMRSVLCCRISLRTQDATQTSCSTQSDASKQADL
Numbers without * were called inactive; . = no result given; [ ] = remark or other dose. Some of the compounds tested, so the mix of outcomes need not match the whole.

Second line of a record: PPC-1+TRAIL kill	Wee1 stabilizer	CHOP inhibitor	L929 necroptosis	TNF death inh	PGE2 EP2 inh	TbHK1 inh	FXIa inh	FXIIa inh
CCCOC(=O)c1ccc(NC(=O)C(=O)NCCN(CC)CC)cc1
→ 12.4	0.1	1.2	1.4	2.1	8.6	-1.2	1.2	11.2
O=C(COc1cccc2ccccc12)N1c2ccccc2CCc2ccccc21
→ 21.6	3.1	73.5*	-0.2	-5.5	10.7	3.8	-0.4	11.0
Cn1nc(C(F)(F)F)c(-c2cccc(C(F)(F)F)c2)c1NC(=O)c1nccnc1C(=O)O
→ 6.8	-0.1	4.0	0.6	0.5	13.2	-11.7	6.6	9.4
COc1cc(/C=N/NC(=O)CCC(=O)Nc2ccc(C)cc2)ccc1O
→ 24.6	-1.4	1.6	1.0	0.8	3.8	-32.6	-3.0	9.1
O=C(NC1CCCCC1)N(CCN1CCOCC1)Cc1cc2cc3c(cc2[nH]c1=O)OCCO3
→ 8.0	5.1	-7.0	0.8	-1.6	4.8	-35.8	6.2	17.3
O=Cc1cn(CCC(=O)O)nc1-c1cccc(Br)c1
→ -15.9	-1.1	-1.4	0.9	0.5	5.1	4.3	3.5	5.6
Nc1ccn(Cc2cccc(Cl)c2)n1
→ -9.0	-1.8	-25.3	0.6	4.0	5.4	-1.6	-3.9	1.8
Cc1ccc(C[n+]2cccc(-c3ccccc3)c2)c(C)c1
→ 24.0	-3.3	-11.2	-0.5	-2.2	11.6	8.5	14.0	8.5
COC(=O)c1ccc(NC(=O)CSc2nc3cccnc3n2C)cc1
→ 17.3	4.9	18.4	-0.8	-3.4	14.8	-3.6	8.4	15.8
O=C(CNc1ccccc1)NN=C1CCCC1
→ 14.6	4.2	17.9	1.6	1.2	4.9	0.3	7.5	11.7

(list continues)
Second line of a record: PPC-1+TRAIL kill	Wee1 stabilizer	CHOP inhibitor	L929 necroptosis	TNF death inh	PGE2 EP2 inh	TbHK1 inh	FXIa inh	FXIIa inh
N#CCCCCN1CCCC1
→ -3.7	0.0	18.1	0.3	-0.3	8.0	-3.9	-4.5	2.3
O=S(=O)(Nc1ncccn1)c1ccc(NC(=S)Nc2cccc(Cl)c2)cc1
→ -4.6	1.1	16.5	0.0	0.4	7.7	-9.1	7.6	6.2
Cn1ccnc1SCC(=O)Nc1cccc(O)c1
→ 6.8	-1.7	-3.8	0.4	0.7	11.2	-8.0	3.6	8.7
COc1ccccc1N(C)S(=O)(=O)c1ccc(C(=O)OCC(=O)N(C(C)C)C(C)C)cc1
→ -2.1	-4.0	36.0	0.4	0.8	7.9	-4.5	-6.3	0.8
c1ccc(-c2cn3nc(-c4ccccc4)c(-c4ccccc4)nc3n2)cc1
→ 17.1	-2.1	-5.0	0.5	-2.2	14.2	1.5	-0.7	10.0
O=C(c1ccc(Cl)cc1)[C@@H]1[C@@H]2C(=O)N(c3ccccc3)C(=O)[C@@H]2C2c3ccccc3C=NN21 (stereo not given in full)
→ 11.2	-1.4	28.4	-0.1	2.4	3.5	-12.5	2.9	7.0
COc1cccc(-c2nc(CS(=O)CC(=O)O)c(C)o2)c1 (stereo not given)
→ 11.5	-2.2	-9.1	0.5	1.0	11.2	-2.7	4.2	10.6
O=C(CSc1nnc(-c2cccs2)n1-c1ccccc1)N1CCCC1
→ 10.3	-2.9	-22.3	-1.0	-0.8	5.2	-10.6	-1.4	10.0
c1ccc(-c2cc3n(c2)CCc2ccccc2-3)cc1
→ 1.3	-1.6	-3.4	0.9	-4.8	10.3	1.9	-2.1	6.1
COc1ccccc1NC(=O)NCCN1CCN(C(=O)Nc2ccccc2OC)CC1
→ 0.0	0.4	9.9	16.7	1.7	4.7	0.3	0.5	8.7

New compounds follow:
Second line of a record: PPC-1+TRAIL kill	Wee1 stabilizer	CHOP inhibitor	L929 necroptosis	TNF death inh	PGE2 EP2 inh	TbHK1 inh	FXIa inh	FXIIa inh
COC(=O)Cc1[nH]n(-c2nc3ccccc3s2)c(=O)c1C(C)=Nc1ccc(OC)cc1
→ 36.3	-4.2	53.9	-0.7	-2.8	5.4	-29.0	2.8	6.4
COc1cc(C(=O)Nc2nnc(C)s2)c([N+](=O)[O-])cc1OC
→ -26.4	-2.3	-3.6	-0.6	4.2	10.9	-23.3	11.9	4.7
CC(C)(C)OCC(NC(=O)C(CC(N)=O)NC(=O)OC(C)(C)C)C(=O)OC(C)(C)C (stereo not given)
→ -3.1	0.1	2.7	2.4	2.0	2.6	0.5	1.9	16.0
CC1(C)CC(=O)C(C=NCCN2CCN(C(=O)NC34CC5CC(CC(C5)C3)C4)CC2)=C(O)C1
→ 17.5	-1.3	21.0	2.3	-2.1	9.6	-5.2	7.4	14.8
CC(C)n1c2ccccc2c2nnc(SCC(=O)Nc3ccccc3C(=O)O)nc21
→ 2.9	2.3	-2.6	0.2	1.0	11.7	-16.8	-4.5	3.3
O=C(Cn1cc2c(n1)CCCCC2)NCCCN1CCOCC1
→ 3.0	0.2	2.4	1.9	0.9	7.6	2.1	1.9	13.5
COC(=O)c1[nH]c(C)c(/C(O)=C2\C(=O)C(=O)N(CCN(C)C)C2c2cc(OC)ccc2OC)c1C (stereo not given)
→ 23.8	0.1	-14.9	0.9	-2.0	-1.1	-30.6	2.1	18.5
COc1cc(O)c(NC(C)=O)c2nonc12
→ 8.0	-0.9	.	0.9	-1.0	6.6	-13.3	.	.
CCCCNC(=O)N1CCc2ccccc2C1
→ 14.7	-4.0	5.9	-0.2	2.6	13.2	-8.1	-1.7	6.1
O=S1(=O)CCN(Cc2ccc(Cl)c(Cl)c2)CC1
→ 19.1	1.3	8.5	-0.4	-4.4	15.0	2.3	-19.8	-14.9

Reformatted comma-delimited: part of the list above.
SMILES,PPC-1+TRAIL kill,Wee1 stabilizer,CHOP inhibitor,L929 necroptosis,TNF death inh,PGE2 EP2 inh,TbHK1 inh,FXIa inh,FXIIa inh
COc1cc(O)c(NC(C)=O)c2nonc12,8.0,-0.9,.,0.9,-1.0,6.6,-13.3,.,.
CCCCNC(=O)N1CCc2ccccc2C1,14.7,-4.0,5.9,-0.2,2.6,13.2,-8.1,-1.7,6.1
O=S1(=O)CCN(Cc2ccc(Cl)c(Cl)c2)CC1,19.1,1.3,8.5,-0.4,-4.4,15.0,2.3,-19.8,-14.9

Other structures follow:
Second line of a record: PPC-1+TRAIL kill	Wee1 stabilizer	CHOP inhibitor	L929 necroptosis	TNF death inh	PGE2 EP2 inh	TbHK1 inh	FXIa inh	FXIIa inh
CC1CCCC(NC(=S)Nc2cccc(S(=O)(=O)N(C)C)c2)C1C (stereo not given)
→ 17.9	-1.0	24.7	0.9	-1.1	6.6	8.3	30.9	26.9
CCS(=O)(=O)Nc1c(C)n(C)n(-c2ccccc2)c1=O
→ 5.8	0.0	40.3	-0.3	1.0	17.6	-5.4	3.5	13.2
COc1ccc(N/N=C(/N=Nc2nc(C)cc(=O)[nH]2)c2ccccc2)cc1
→ 61.3*[5 µM]	6.9	26.2	30.2	-20.2	18.7	-13.4	4.1	12.1
COc1ccccc1NC1=NC(C)(C)N=C(N)N1
→ 24.5	-0.6	-5.2	0.1	-1.2	14.8	-4.9	2.7	14.7
CC(C)(C)OC(=O)NCCc1nnc(SCC(=O)Nc2cccc(Cl)c2)o1
→ 9.4	2.7	21.5	-0.2	-4.1	0.9	-2.0	-9.7	-8.8
Cc1cccc(S(=O)(=O)Nc2nc3ccccc3nc2Nc2ccc3c(c2)OCO3)c1
→ 38.4	5.9	26.3	1.6	-0.6	7.1	-11.3	11.8	15.0
COc1ccc2c(C)cc(N3CCOCC3)nc2c1
→ -0.1	-0.9	-8.1	0.1	0.1	11.9	-20.5	5.4	7.3
COc1cc(/C=N/N=C2/C(=O)Nc3ccccc32)cc(OC)c1O
→ 12.3	-2.6	6.0	0.3	-16.7	10.2	-18.5	-0.3	5.4
CN(C)/C=C(\C#N)S(=O)(=O)C(C)(C)C
→ 14.8	-2.7	23.5	-0.4	2.0	9.3	2.0	-1.0	9.8
CCNC(=S)NNC(=O)c1cc(-c2ccc(OCC)cc2)nc2ccccc12
→ 93.0*[5 µM]	-3.5	48.9	-0.9	-23.5	2.6	-12.2	-0.6	11.8

Continuation:
Second line of a record: PPC-1+TRAIL kill	Wee1 stabilizer	CHOP inhibitor	L929 necroptosis	TNF death inh	PGE2 EP2 inh	TbHK1 inh	FXIa inh	FXIIa inh
CCCCN(C(=O)c1cc2ccccc2o1)c1c(N)n(CC(C)C)c(=O)[nH]c1=O
→ -1.0	6.2	-8.2	.	0.3	5.8	-1.6	26.5	30.8
Cc1ccc(C)c(N2CCN(C(=O)c3ccc(NS(=O)(=O)c4c(C)noc4C)cc3)CC2)c1
→ 16.8	-1.2	71.8*	0.3	-3.8	23.4	-7.9	-7.8	1.9
Cc1ccc(C2c3c(-c4ccccc4O)n[nH]c3C(=O)N2Cc2ccncc2)cc1 (stereo not given)
→ 4.6	-1.4	.	2.0	-7.8	6.5	-0.5	0.2	0.2
CC1(C)OC(=O)C2(Cc3ccccc3N3CCCCC32)C(=O)O1 (stereo not given)
→ 3.1	-0.3	-22.9	0.7	0.8	8.5	-8.3	7.3	21.4
CCOC(=O)Nc1ccc2c(COC(=O)CNS(=O)(=O)c3ccc(NC(C)=O)cc3)cc(=O)oc2c1
→ 14.1	-1.5	-25.7	1.4	0.8	4.5	5.2	9.0	3.1
CC(Oc1ccc(Cl)cc1)c1ccc(C#N)c(=O)[nH]1 (stereo not given)
→ 18.7	0.1	4.8	6.1	-0.5	8.9	-10.3	-7.1	-0.8
COc1ccc(C2C3CCCCC3(O)CCN2C(=O)c2cccs2)cc1 (stereo not given)
→ -14.2	-1.8	-5.4	-0.5	-0.2	6.2	1.3	-6.4	-4.2
Cc1ccc(C)n1-n1cnc2scc(-c3cccs3)c2c1=O
→ 13.1	-1.9	60.6	3.6	-12.4	10.7	0.0	-4.9	12.2
COC(=O)c1nnn(CC(=O)Nc2cc(Cl)ccc2C)c1C(=O)OC
→ 10.6	-0.8	41.0	0.6	-0.2	9.5	-1.9	0.6	9.7
CSc1nnc(NC(=O)C2CCCCC2)s1
→ 5.6	0.0	10.5	1.6	2.5	9.3	3.8	3.0	7.2
O=C(CSCc1c(Cl)cccc1Cl)NCc1cccnc1
→ -8.0	3.4	41.6	0.9	-2.2	11.4	-0.3	3.1	5.9

Some of these compounds in order of their number in FXIa inh, highest first.
SMILES	Wee1 stabilizer	CHOP inhibitor	TbHK1 inh	FXIa inh	FXIIa inh
COC(=O)Cc1[nH]n(-c2nc3ccccc3s2)c(=O)c1C(C)=Nc1ccc(OC)cc1	-4.2	53.9	-29.0	2.8	6.4
CCCCNC(=O)N1CCc2ccccc2C1	-4.0	5.9	-8.1	-1.7	6.1
Cc1ccc(C)n1-n1cnc2scc(-c3cccs3)c2c1=O	-1.9	60.6	0.0	-4.9	12.2
